Screening results: PubChem, several laboratories
MRP reversal: reverses drug resistance mediated by MRP; actives 0.04% (n = 85,000); differential viability (reversal), % at 10 µM; AID 602; H69AR cells + 2 uM doxorubicin, CellTiter-Glo, 72 h;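 active = viability drop by adding the cancer drug above about 55%, with treated viability meeting a 40% cutoff, limit read from the data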;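 note: viability without doxorubicin minus viability with 2 µM doxorubicin for each compound; larger differential means the compound sensitizes cells more to doxorubicin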
PLAP inhibitors HTS: inhibition of human placental alkaline phosphatase – biochemical, luminescence, HTS (AID 690). purified PLAP, luminescent substrate; higher % means a stronger effect. one-dose inhibition, % at 20 µM; IC50 in µM for titrated hits. actives 0.08% (n = 96,000); in the data active = a potency from the dose series; inactive = the rest, 99 in 100 with inhibition below about 30%; note: strong numbers were not always called active
Bcl-B displacement: displacers of TR3 peptide from Bcl-B, primary screen, selectivity assay for Bfl-1 inhibitor project, biochemical, fluorescence polarization; FP displacement of FITC-TR3 peptide from Bcl-B; higher % means a stronger effect; AID 748; displacement, % at 20 µM; hits with a dose series show IC50 in µM; actives 0.11% (n = 96,000);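 active = displacement above 50% at 20 µM plus a fluorescence interference ratio under 1.5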;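 note: plate controls were wells without compound for no effect and wells lacking Bcl-B protein for full effect; a part of the inactive calls stands beside numbers as strong as those of hits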
NFkB transloc pot: enhances IL-1B driven NFkB nuclear translocation; actives 0.3% (n = 94,000); HUVEC IL-1B NFkB p65 nuclear translocation imaging; activation, % at 2 µM; AID 819;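 active = activation above 40%, about the mean plus 3 SD, also judged a hit on visual image review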;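 note: percent activation is computed from the nuclear over cytoplasmic p65 intensity ratio; values of inactives mirror those of a sister screen read the other way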
IL1B NFkB inh: blocks IL-1B driven NFkB nuclear translocation in HUVEC cells | HUVEC IL-1B NFkB p65 nuclear translocation imaging | inhibition, % at 2 µM | actives 0.43% (n = 94,000) | AID 796;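 active = inhibition above about 30% together with a positive call from visual inspection of the well image, limit read from the data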;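 note: nuclear over cytoplasmic p65 intensity ratio measured by imaging; 0% = IL-1B stimulated DMSO wells and 100% = unstimulated DMSO wells; values of inactives mirror those of a sister screen read the other way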
MRP reversal cytotoxicity: also measured in MRP reversal; calls as there; viability, %; H69AR cells, CellTiter-Glo, 72 h; measured here: cytotoxicity without doxorubicin
MRP reversal with doxorubicin: second read-out of MRP reversal, no call of its own (marks repeat the call); viability, %; measured here: viability with 2 uM doxorubicin; stronger effect = lower value
IL1B NFkB inh cell count 2 µM: recorded beside IL1B NFkB inh, whose call it bears; cell count; measured here: cells passing quality filter;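 raw number of nuclei counted in each imaged well without normalization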
NFkB transloc pot cell count 2 µM: further read-out of NFkB transloc pot, marked with its call; cell count; measured here: cells passing quality filter
An asterisk follows results filed as active; . = not tested or not shown; & = joins results of further samples. Not all compounds are listed; rates above refer to the full screens.

SMILES	MRP reversal	MRP reversal cytotoxicity	MRP reversal with doxorubicin	PLAP inhibitors HTS	Bcl-B displacement	NFkB transloc pot	NFkB transloc pot cell count 2 µM	IL1B NFkB inh	IL1B NFkB inh cell count 2 µM
O=C(NC(NNc1ccc([N+](=O)[O-])cc1)(C(F)(F)F)C(F)(F)F)c1ccc(Cl)cc1	.	.	.	13%	-7%	3	154	-3	154
CC(=O)N1c2c(cc(Br)cc2S(=O)(=O)NCC2COc3ccccc3O2)CC1C (stereo not given)	-3	83	86	-11%	-1%	11	132	-11	132
O=C(N/N=C/c1ccc([N+](=O)[O-])cc1)c1ccc2nc[nH]c2c1	.	.	.	-19%	11%	-16	160	16	160
COc1ccc(C2(C(=O)NCC3CCCO3)CCOCC2)cc1 (stereo not given)	10	96	86	-7%	-6%	11	125	-11	125
C=CCn1c(SCc2c(C)noc2C)nc2sc(C)c(C)c2c1=O	-43	20	62	-8%	-1%	3	175	-3	175
CCN(CC)CC(C)OC(=O)COc1ccc(OC)cc1 (stereo not given)	4	91	87	.	.	10	124	-10	124
CC(C)=CC(=O)Nc1ccc(Br)cc1	2	106	104	9%	-3%	7	159	-7	159
Clc1cccc(/C=N/Nc2nc(Cl)nc3ccccc23)c1	.	.	.	-70%	-12%	2	159	-2	159
COc1ccc(CN2C(=O)NC3(CCCCCC3)C2=O)cc1F	-2	94	96	-9%	-10%	.	.	.	.
CC(C)(C)c1nc(S(=O)(=O)c2ccc(Cl)cc2)c(N2CCOCC2)o1	16	97	81	-47%	-8%	-3	94	3	94
CSc1nc(=NC(C)=O)ss1	-21	52	73	-16%	-9%	-6	177	6	177
Cc1nc2ccc(S(=O)(=O)NCC(=O)N3CCN(c4ccccn4)CC3)cc2s1	11	92	81	-7%	14%	6	104	-6	104
COc1ccc(S(=O)(=O)CC(O)CN2CCCC2=O)cc1 (stereo not given)	.	.	.	-6%	-14%	7	194	-7	194
O=C(NCC(=O)N(c1ccccc1)C(C(=O)NC1CCCC1)c1cccnc1)c1cccs1 (stereo not given)	.	.	.	12%	10%	2	140	-2	140
COc1cc(C(C(=O)NC(C)(C)C)N(C(=O)CNC(=O)c2cccs2)c2ccc(C(C)C)cc2)cc(OC)c1OC (stereo not given)	.	.	.	-40%	2%	-1	105	1	105
C=CCN(C(=O)CNS(=O)(=O)c1ccccc1)C(C(=O)NCCOC)c1ccncc1 (stereo not given)	5	94	89	-2%	-3%	20	180	-20	180
COc1ccc(-c2cc(C(F)(F)F)nc(SCC(=O)Nc3sc4c(c3C#N)CCC4)n2)cc1	.	.	.	-58%	2%	.	.	.	.
Cc1cccc(C2CC(c3ccccc3)Nc3nc(N)nn32)c1 (stereo not given)	5	100	95	-7%	4%	7	60	-7	60
CS(=O)(=O)N(Cc1ccccc1)c1ccc(C(=O)N2CCN(c3cccc(Cl)c3)CC2)cc1	-11	49	60	-76%	-5%	14	151	-14	151
Cc1ccc(-c2onc3ccc(C4(C)OCCO4)cc23)cc1	10	98	88	-4%	11%	3	50	-4	162
O=C(c1cc2c(s1)CCC2)N1C(=O)c2ccccc2S1(=O)=O	2	99	97	14%	-3%	-2	187	2	187
O=C(c1ccco1)N1CCN(CC(O)COc2ccc3oc4ccccc4c3c2)CC1 (stereo not given)	9	92	83	-19%	-14%	0	173	0	173
O=C(O)CCNc1nc(-c2ccccc2)nc2ccccc12	0	90	90	-13%	1%	-7	125	7	125
Cc1ccc(C(C(=O)NC2CCCCC2)N2CCC3(CC2)OCCO3)cc1 (stereo not given)	17	98	81	-41%	2%	-2	144	2	144
O=C(c1ccc(Cl)cc1)c1cnc2ccccn12	6	90	84	10%	3%	.	.	.	.
CCOC(=O)C1CCCN(C(=O)c2cncc(Br)c2)C1 (stereo not given)	-15	85	101	-6%	1%	6	135	-6	135
COc1ccccc1NC(=S)N1CCN(C(=O)c2ccco2)CC1	.	.	.	-13%	7%	8	52	-8	52
COc1ccc(-c2oc3ncnc(N)c3c2-c2ccccc2)cc1	-3	57	61	18%	3%	4	63	-4	63
COCCCNC(=O)c1ccc(Cn2c(=O)c3ccccc3n(Cc3ccccc3C)c2=O)cc1	-36	19	54	-60%	-2%	15	41	-15	41
C/C(CCc1oc2ccc(Cl)cc2c1-c1ccc(C)o1)=N\O	5	86	81	.	.	10	184	-10	184
C=CCSc1nnc2c(n1)OC(c1cccnc1)N(C(C)=O)c1ccccc1-2 (stereo not given)	24	94	70	0%	-1%	-15	126	15	126
O=C(CSc1ncn[nH]1)NCc1ccccc1	-5	92	97	-21%	-6%	8	149	-8	149
Cc1ccc(S(=O)(=O)N(C)CC(=O)N2CCOCC2)cc1	10	112	102	-11%	-6%	-2	125	2	125
Cc1cc(C)nc(NCC(O)CNc2ccccc2C)n1 (stereo not given)	-22	83	105	-3%	-6%	-9	125	9	125
CCn1c(CNC(=O)c2ccc(OC)c(OC)c2)nnc1SCC(=O)c1ccc(OC)cc1	37	95	58	29%	9%	5	95	-5	95
O=C(Cn1ccc([N+](=O)[O-])n1)N1CCCc2ccccc21	.	.	.	-15%	0%	-10	124	10	124
O=C(COC(=O)Cn1cnc2ccccc21)Nc1ccc2c(c1)OCCO2	19	106	87	18%	5%	18	132	-18	132
O=C(CSC1=NCCS1)N1CCCCCC1	10	78	68	17%	6%	.	.	.	.
CN1CC2(Cc3c1ccc1ccccc31)C(=O)OC(C)(C)OC2=O	.	.	.	-2%	-1%	-9	117	8	117
CS(=O)c1ccccc1COC(=O)Nc1cccc(Cl)c1 (stereo not given)	.	.	.	-2%	0%	7	130	-8	130
Cc1cc(C)nc(/N=C2\NC(=O)CC3C(=O)NCCN23)n1 (stereo not given)	7	91	84	.	.	-8	75	8	75
COc1cc(C2C3CN(C)CC=C3C(C#N)=C(N)C2(C#N)C#N)ccc1OC(C)C (stereo not given)	-27	35	62	-42%	29%	.	.	.	.
COc1ccc(C)cc1NC(=O)NCCC1=CCCCC1	4	86	83	6%	0%	21	128	-21	128
CCCCN(CCCC)CCNC(=O)CNC(=O)c1cccs1	1	86	85	8%	-6%	-26	112	26	112
Cc1ccc(-n2c(O)c(/C=N/n3cnnc3)c3ccccc3c2=O)cc1	2&1	88&99	86&98	-11%&-4%	-22%&-5%	3&4	117&180	-3&-4	117&180
Cc1[nH]c2ccccc2c1-c1nc2ccccc2[nH]1	-6	71	78	15%	-7%	.	.	.	.
CCCCC(c1nnnn1CCOC)N1CCN(C)CC1 (stereo not given)	1	92	90	.	.	-19	105	19	105
CCC1C(=O)N=C(SCC(=O)Nc2cccc3ccccc23)NC1=O (stereo not given)	-1	95	96	9%	-3%	-7	99	7	99
CCOC(=O)Cn1c(-c2ccccc2)nc2ccccc2c1=O	.	.	.	12%	3%	14	202	-14	202
O=C1CC(SCCc2nc3ccccc3[nH]2)C(=O)N1c1ccc(F)cc1 (stereo not given)	.	.	.	2%	2%	-4	144	0	146
CCCS(=O)(=O)N1CCCC(C(=O)NCc2cccnc2)C1 (stereo not given)	2	105	103	0%	2%	3	157	-3	157
O=C(NC1CCCC1)c1ccc(CSCc2ccccc2F)o1	-9	93	102	-23%	-1%	.	.	.	.
Cn1cc(CC(=O)NCCCN2CCCC2=O)c2ccccc21	12	97	85	-9%	-2%	2	166	-2	166
COCCNC(=O)c1ccc2c(c1)nc(C)n2-c1cccc(F)c1	-10	85	95	4%	-1%	-4	148	4	148
O=C(c1ccco1)N1CCN(c2ncccn2)CC1	-8	99	107	-19%	-3%	.	.	.	.
CCCn1cc(S(=O)(=O)CC(=O)Nc2ccc(OC)cc2OC)c2ccccc21	11	91	81	.	.	-1	69	1	69
CC(C)c1cc(C(N)=O)c(NC(=O)C2CCC2)s1	14	92	78	-23%	3%	-3	110	3	110
CCOc1ccc(C2/C(=C(\O)c3ccc(OC)c(OC)c3)C(=O)C(=O)N2c2cc(C)on2)cc1OC (stereo not given)	5	101	95	-9%	1%	.	.	.	.
CN(Cc1ccccc1)C(=O)COc1ccccc1	3	98	95	.	.	5	101	-5	101
CCOC(=O)c1c(C)oc2ccc(OCC(=O)C(C)(C)C)cc12	-4	64	68	-11%	-7%	4	154	-4	154

Later entries.
SMILES	MRP reversal	MRP reversal cytotoxicity	MRP reversal with doxorubicin	PLAP inhibitors HTS	Bcl-B displacement	NFkB transloc pot	NFkB transloc pot cell count 2 µM	IL1B NFkB inh	IL1B NFkB inh cell count 2 µM
COc1cccc(N2CCN(Cc3ccsc3)CC2)c1	9	96	87	-22%	.	4	195	-4	195
CC(C)C1Oc2ccccc2N(CC(=O)N(Cc2ccncc2)Cc2ccco2)C1=O (stereo not given)	-6	66	72	.	.	11	150	-11	150
CCCOC(=O)Nc1nc2ccccc2o1	-11	87	98	-89%	-16%	2	103	-2	103
CC1CCCC(NC(=O)COC(=O)c2c[nH]c(=O)[nH]c2=O)C1C (stereo not given)	.	.	.	9%	-2%	2	152	-2	152
CCOC(=O)c1c(NC(=O)c2ccc(S(=O)(=O)N3CCOCC3)cc2)sc2c1CCN(C)C2	4	75	71	-58%	-2%	7	55	-7	55
CCN(c1cccc(C)c1)S(=O)(=O)c1ccc2[nH]c(=O)c(=O)[nH]c2c1	10	107	97	-51%	-6%	2	143	-2	143
COc1ccccc1NC(=O)CN1CCN(CC(=O)Nc2ccc3c(c2)OCCO3)CC1	.	.	.	16%	-6%	25	131	-25	131
CC1(C)Cc2nc3sc4c(=O)n(CC(=O)NCc5ccco5)cnc4c3cc2CO1	-32	22	54	-11%	-3%	.	.	.	.
CCN1CCCC(OC(=O)Nc2ccccc2)C1 (stereo not given)	-19	66	85	-10%	-6%	-9	221	9	221
Cc1ccc(-n2c(C)cc(/C=N/Nc3ccc([N+](=O)[O-])cn3)c2C)c(C)c1	.	.	.	-4%	-270%	1	170	-1	170
Cc1ccc2c(c1)c1ncn(CCC3=CCCCC3)c(=O)c1n2C	-5	58	63	13%	-7%	0	100	0	100
CCOC(=O)N1CCN(S(=O)(=O)c2cccc3cccnc23)CC1	12	103	90	-22%	6%	13	92	-14	92
CCOC(=O)C1CCN(C(=O)CCc2c(C)nc3ncnn3c2C)CC1	-2	97	99	16%	10%	-10	45	-1	128
CCCNC(=O)Cc1c(O)c2ccccc2[nH]c1=O	9	85	76	11%	-3%	-2	178	2	178
CCCCCC1CCC(C(=O)O)CC1 (stereo not given)	3	106	103	-22%	2%	-4	64	4	64
CC1CCN(C(=O)CSc2nnc(-c3cccnc3)n2C2CCCCC2)CC1	-59	26	86	-36%	4%	10	101	-10	101
Cc1cc(N2CCCC(C(=O)Nc3ccc4c(c3)CCC4)C2)n2ncnc2n1 (stereo not given)	-12	81	93	-42%	1%	13	139	-13	139
Cc1oc(-c2ccccc2)nc1CS(=O)CC(=O)O (stereo not given)	6	100	94	-30%	1%	-5	159	5	159
COc1cc(OC)nc(NC(=O)CSc2nc3ccccc3[nH]2)n1	-6	91	97	-48%	-12%	22	185	-22	185
O=C(CCc1ccccc1)Nc1ccc2c(c1)OCCO2	-2	86	88	20%	8%	-2	169	2	169
CCOC(=O)Cc1csc(NC(NC(=O)OCC)(C(F)(F)F)C(F)(F)F)n1	.	.	.	8%	2%	18	138	-18	138

Only IL1B NFkB inh, MRP reversal and MRP reversal with doxorubicin, for some of the entries so far:
mol	IL1B NFkB inh	MRP reversal	MRP reversal with doxorubicin
CC(C)C1Oc2ccccc2N(CC(=O)N(Cc2ccncc2)Cc2ccco2)C1=O (stereo not given)	-11	-6	72
CCCOC(=O)Nc1nc2ccccc2o1	-2	-11	98
CC1CCCC(NC(=O)COC(=O)c2c[nH]c(=O)[nH]c2=O)C1C (stereo not given)	-2	.	.
CCOC(=O)c1c(NC(=O)c2ccc(S(=O)(=O)N3CCOCC3)cc2)sc2c1CCN(C)C2	-7	4	71
